PI4K2A block: PI4K2A (human) kinase inhibition | purified PI4K2A, ADP-Glo luminescence, 1 h; active compounds read low | activity change, negative = inhibition, % at 76.9 µM | hit rate 0.13% among 420,000 | AID 1346378; in the data active = activity change below about -50%; inconclusive = mostly about -30% to -49%;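 also: -100% = wells without enzyme as full effect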
Target sequence (Q9BTU6 whole entry, looked up): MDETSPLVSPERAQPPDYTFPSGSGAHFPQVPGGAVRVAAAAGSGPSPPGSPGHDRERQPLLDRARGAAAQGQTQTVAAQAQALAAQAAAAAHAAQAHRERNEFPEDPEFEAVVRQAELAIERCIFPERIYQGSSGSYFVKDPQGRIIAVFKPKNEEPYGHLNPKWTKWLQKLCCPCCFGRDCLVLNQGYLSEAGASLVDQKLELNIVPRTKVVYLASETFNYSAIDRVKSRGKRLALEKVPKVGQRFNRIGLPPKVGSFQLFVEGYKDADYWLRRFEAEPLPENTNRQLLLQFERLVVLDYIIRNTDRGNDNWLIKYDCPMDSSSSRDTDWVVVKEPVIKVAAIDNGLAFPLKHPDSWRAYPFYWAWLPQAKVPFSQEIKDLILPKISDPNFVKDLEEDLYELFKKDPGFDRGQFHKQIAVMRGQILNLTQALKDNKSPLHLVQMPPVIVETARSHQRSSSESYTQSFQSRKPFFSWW
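Compounds are screened against recombinant PI4K2A using PI as substrate and ATP, the latter dispensed at 300 microM. Reactions run one hour at ambient temperature before ADP-Glo detection; full inhibition defined by wells lacking enzyme.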
BAZ2B block: inhibitors of human BAZ2B bromodomain; Q9UIF8; AlphaScreen BAZ2B-H3K14Ac peptide displacement; Potency, µM (highest dose often 114 µM), for inactives: top-dose activity change, negative = inhibition, actives largely listed as inhibitors; hit rate 4.4% among 360,000; also: potency is read from the fitted curve at half-maximal effect; % is scaled to controls: 0 for no effect and ±100 for the full control effect; nearly all actives have a fitted effect of over 60% in size
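Inhibition is scored as reduced AlphaScreen emission. The BAZ2B/b-H3(5-23)K14Ac complex (50 nM each) in PBS pH 7.4, 0.01% Tween-20 meets compound (up to 110 uM) for 30 min at RT before bead addition.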
JMJD2A Tudor: inhibitors of human JMJD2A Tudor domain; O75164; AlphaScreen JMJD2A-Tudor / H3K4me3 peptide binding; Potency, µM (highest dose often 114 µM), inactives show top-dose activity change, negative = inhibition, usual class: inhibitors; hit rate 4.4% among 390,000; AID 504339; also: potency is read from the fitted curve at half-maximal effect; % is scaled to controls: 0 for no effect and ±100 for the full control effect; nearly all actives have a fitted effect of over 50% in size
HP1b chromo inh: blocks HP1-beta chromodomain binding to methylated histone tails. P83916. AlphaScreen HP1-beta / biotin-H3K9me3 peptide binding. Potency, µM (doses to about 114 µM), for inactives: at the highest dose activity change, negative = inhibition, actives largely listed as inhibitors. hit rate 0.56% among 390,000; also: potency is read from the fitted curve at half-maximal effect; nearly all actives have a fitted effect of over 70% in size; inactives centre near 23
Target sequence (P83916 whole entry, looked up): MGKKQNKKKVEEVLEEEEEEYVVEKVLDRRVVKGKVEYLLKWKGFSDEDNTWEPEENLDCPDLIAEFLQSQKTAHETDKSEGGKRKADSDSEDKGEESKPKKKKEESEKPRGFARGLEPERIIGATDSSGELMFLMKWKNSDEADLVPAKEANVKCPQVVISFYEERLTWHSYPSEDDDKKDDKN
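AlphaScreen: HP1-beta (50 nM) preformed 30 min with biotin-H3(1-18)K9me3 peptide (50 nM) in PBS pH 7.4, 0.01% Tween-20. Compound added for 30 min at RT, then streptavidin donor/nickel chelate acceptor beads (10 ug/mL) for 30 min.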
G9a inh: inhibitors of human histone lysine methyltransferase G9a. Q96KQ7. G9a H3K9 monomethylation, AlphaScreen, 2 h. Potency, µM (series often up to 102 µM), inactives show at the top dose activity, negative = inhibition, actives largely listed as inhibitors. hit rate 8.8% among 350,000; also: potency is read from the fitted curve at half-maximal effect; % is scaled to controls: 0 for no effect and ±100 for the full control effect; nearly all actives have a fitted effect of over 75% in size
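Readings reflect AlphaScreen signal from monomethyl-H3K9 antibody detection. HMT at 20 nM; substrate b-H3K9 500 nM; cofactor SAM 20 uM; 2 h RT reaction; compounds tested as titrations in qHTS with 15 min preincubation.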
GLS inh: blocks human kidney-isoform glutaminase activity; O94925; GLS enzymatic activity, qHTS titration; Potency, µM (doses to about 45.5 µM), inactives show at the top dose activity change, negative = inhibition, usual class: inhibitors; hit rate 0.21% among 410,000; AID 624170; also: potency is read from the fitted curve at half-maximal effect; % is scaled to controls: 0 for no effect and ±100 for the full control effect
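Compounds were pin-transferred onto hKGA, after which L-glutamine (1 mM solution) and a detection mix of glutamate oxidase, HRP and Amplex Red were added. Initial and 30 min RT fluorescence reads were collected.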
Pin1 inhibitor: human Pin1 inhibition; hit rate 0.009% among 390,000; Potency, µM (doses to about 115 µM), without a hit: top-dose activity, negative = inhibition, hits mostly inhibitors; Pin1 FP peptide displacement, HiFluor488, 10 min; AID 504891; Q13526; active = well fitted inhibition curve with a large enough effect in the polarisation, with a control signal flat, not every such curve was filed as active; inconclusive = small, poorly fitted or top-dose-only effect, or effect the other way, or a change in a side signal; inactive = no such curve, though single readings can be large or run the other way; the % refers to the polarisation; also: potency is read from the fitted curve at half-maximal effect; % is scaled to controls: 0 for no effect and ±100 for the full control effect
Target sequence (Q13526 whole entry, looked up): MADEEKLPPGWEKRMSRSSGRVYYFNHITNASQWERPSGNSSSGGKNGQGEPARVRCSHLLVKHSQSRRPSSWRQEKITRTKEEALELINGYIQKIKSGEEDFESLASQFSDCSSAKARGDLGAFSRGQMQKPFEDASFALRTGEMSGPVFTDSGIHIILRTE
PGK inhibitor: T. brucei PGK inhibition; P07378; PGK/GAPDH coupled, Kinase-Glo luminescence, 60 min; Potency, µM (highest dose often 57.5 µM), for the others: at the top dose activity change, negative = inhibition, actives largely listed as inhibitors; hit rate 0.043% among 380,000; AID 602233; also: potency is read from the fitted curve at half-maximal effect; % is scaled to controls: 0 for no effect and ±100 for the full control effect; nearly all actives have a fitted effect of over 60% in size
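Luminescent ATP detection (Kinase-Glo Plus) follows a 60-minute room-temperature incubation, with wells lacking PGK as controls. Buffer: 100 mM TEA (pH 7.6), 5 mM MgCl2, 0.01% Tween-20. Coupling enzyme GAPDH (100 nM final) supplies unstable 1,3-BPG in-well.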
POLH inh: DNA polymerase eta (human) inhibition; Q9Y253; recombinant Pol eta, fluorescent DNA replication assay; Potency, µM (titrated, usually from 114 µM), without a hit: at the highest dose activity change, negative = inhibition, hits mostly inhibitors; hit rate 1.2% among 390,000; AID 588591; also: potency is read from the fitted curve at half-maximal effect; % is scaled to controls: 0 for no effect and ±100 for the full control effect
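Pol eta (10 nM) was preincubated with compounds for 15 min at room temperature, after which fluorescent replication substrate (50 nM final) was added to start the reaction. Fluorescence was read kinetically at 0 and 10 min.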
* marks the source's active call; other numbers are inactive results; i = inactive; ? = inconclusive; · = no result given; & = joins results of further samples; [ ] = dose if it differs, or a comment. Unless noted, calls follow the shape of the dose curve; as a rule, active = well fitted curve in the direction sought with a large enough effect; inconclusive = small, poorly fitted or top-dose-only effect, or another doubt; inactive = no such curve, though single readings can be large; an effect the other way counts as inactive or inconclusive. This is a subset; the hit share may differ from the screen's.

No. | canonical_smiles | PI4K2A block | BAZ2B block | JMJD2A Tudor | HP1b chromo inh | G9a inh
1 | O=C(CC(C(=O)N1CCc2ccccc21)n1ccnc1)NCc1ccccc1 (centres undefined) | -7 | 0% | -13% | 2% | -7%[12.7 µM]
2 | CCCC(=O)Nc1nc2c(OC)ccc(OC)c2s1 | -4 | -4% | -31% | 7% | -6%
3 | COc1ccc(N(C)C(=O)c2onc3c2CCCC3)cc1 | -4 | 8% | 5% | 8% | 3%[59 µM]
4 | COc1cccc(N2CCN(Cc3nc(N)nc(Nc4ccccc4OC)n3)CC2)c1 | 4 | 50µM* | -27%[57.1 µM] | 18% | -5%[59 µM]
5 | O=C(O)c1cc(N/N=C/c2c[nH]c3ccccc23)ccc1Cl | 0 | ? | ? | -36% | 45µM*
6 | O=C(N1CCN(c2ccccc2)CC1)C1(S(=O)(=O)c2ccc(Cl)cc2)CC1 | 2 | -17% | -30% | -24% | 16%
7 | Cc1ccc(S(=O)(=O)NN2C(=O)c3ccccc3NC2C)cc1 (centres undefined) | 3 | -3% | -1% | 34% | 17%[59 µM]
8 | CCc1nc2nc(C)cc(Nc3ccc(Br)cc3F)n2n1 | -2 | -1% | -17% | 53%[activator] | -32%[59 µM]
9 | Cc1c(S(=O)(=O)Nc2cc(Cl)ccc2Cl)c(=O)n(C)c(=O)n1C | -3 | -3% | 1% | 33% | 7%[59 µM]
10 | COc1cccc(CNC(=O)C2CCCN(S(=O)(=O)c3c(C)noc3/C=C/N(C)C)C2)c1 (centres undefined) | -6 | -21% | -25% | 29% | 19%
11 | COCCCN1CCc2[nH]c(=S)[nH]c(=O)c2C1 | -2 | -37% | ? | 13% | 35µM*
12 | N#Cc1ccc(CC(C(=O)O)N2Cc3ccccc3C2=O)cc1 (centres undefined) | 2 | -13% | -2% | 30% | -3%
13 | O=C(NC1CC2CCCC(C1)N2Cc1ccccc1)c1ccc([N+](=O)[O-])cc1 (centres undefined) | 3 | 13% | -3% | 37% | 22%
14 | O=C(N/N=C/c1ccc(O)cc1)c1ccncc1 | -1 | -11% | 17% | 24% | 6%[2.33 µM]
15 | COc1ccc(OC(=O)c2nc(SCc3ccccc3F)ncc2Cl)cc1 | 4 | 30% | 8% | 46%[activator] | 42%[activator][59 µM]

No. | GLS inh | Pin1 inhibitor | PGK inhibitor | POLH inh
1 | -2% | 0% | i | -12%
2 | -4% | 3% | -3% | -21%
3 | -2% | -9% | -9% | -12%
4 | 26% | -7% | 10% | -10%
5 | 14µM* | -9% | -1% | ?
6 | -7% | -9% | i | 0%
7 | 7% | -2% | -6% | -21%
8 | -6% | 0% | i | -13%
9 | 0% | -7% | 9% | -16%
10 | -4% | -1% | i | -1%
11 | -14% | 0% | -4% | -8%
12 | 5% | 0% | · | -4%
13 | -9% | 3% | -10% | -11%
14 | -1% | 2% | -3% | -12%
15 | -9% | 4% | -9% | 5%

Quoted at random: four entries already listed
No. | canonical_smiles | PI4K2A block | BAZ2B block | JMJD2A Tudor | HP1b chromo inh | G9a inh
12 | N#Cc1ccc(CC(C(=O)O)N2Cc3ccccc3C2=O)cc1 (centres undefined) | 2 | -13% | -2% | 30% | -3%
14 | O=C(N/N=C/c1ccc(O)cc1)c1ccncc1 | -1 | -11% | 17% | 24% | 6%[2.33 µM]
11 | COCCCN1CCc2[nH]c(=S)[nH]c(=O)c2C1 | -2 | -37% | ? | 13% | 35µM*
6 | O=C(N1CCN(c2ccccc2)CC1)C1(S(=O)(=O)c2ccc(Cl)cc2)CC1 | 2 | -17% | -30% | -24% | 16%

No. | GLS inh | Pin1 inhibitor | PGK inhibitor | POLH inh
12 | 5% | 0% | · | -4%
14 | -1% | 2% | -3% | -12%
11 | -14% | 0% | -4% | -8%
6 | -7% | -9% | i | 0%

(continued)
No. | canonical_smiles | PI4K2A block | BAZ2B block | JMJD2A Tudor | HP1b chromo inh | G9a inh
16 | COc1ccc(N2CCN(CC(=O)Nc3ccc(C)c(C)c3)CC2)cc1 | 1 | ? | ? | -5% | ?
17 | COc1ccc(NCc2nnc(SCC(=O)Nc3ccc(OC)cc3)n2C)cc1 | 2 | ? | -15% | 15% | -7%
18 | CCCCNC(=O)c1cccc2c(=O)c(C)c(-c3ccccc3)oc12 | -3 | 1% | 26% | 18% | 11%
19 | NC(=O)/C(=C/c1ccc2c(c1)OCO2)NC(=O)c1ccco1 | -4 | -23% | -10% | 13% | -9%
20 | Cc1ccccc1C(=O)N1CCC(C(=O)Nc2cccc(F)c2)CC1 | 2 | 3% | -10% | 30% | -10%
21 | O=C(NCCN1CCCCC1)Nc1ccccc1F | 4 | -20% | -15% | 49%[activator] | ?
22 | CC1CCN(c2nnc(N)s2)CC1 | -2 | -7% | -18% | 12% | -13%[59 µM]
23 | Cn1c(=O)c2c(ncn2CC(=O)Nc2cc(Cl)cc(Cl)c2)n(C)c1=O | 0 | 17% | -10% | 31%[activator] | -27%[59 µM]
24 | CCc1ccc(NC(=O)CSc2cn(CC(=O)N3CCOCC3)c3ccccc23)cc1 | -2 | -11% | -6% | 24% | -9%[59 µM]
25 | Cc1ccc2oc(=O)c3cc(C(=O)Nc4cccc(C#N)c4)sc3c2c1 | ? | -30% | 3% | 44%[activator] | 0%[59 µM]
26 | COC(=O)c1c(NC(=O)C(=O)NCCCN2CCOCC2)sc2c1CC(C)(C)OC2 | 1 | -19% | -13% | 34% | ?
27 | Cc1cc2c(C)nc(Cc3ccccc3)nc2o1 | -5 | 4% | -11% | 26% | -12%
28 | CCC(=O)c1ccc(OCCn2cncn2)cc1 | 4 | 0% | -8% | 58%[activator] | 7%[12.7 µM]
29 | N#CCC(=O)NN=C1CCCCCCCCCCC1 | 7 | ? | -4% | 29% | ?
30 | CC(=O)n1cc(/C=N/NC(=O)c2ccc([N+](=O)[O-])cc2)c2ccccc21 | 2 | -20% | 1% | 40%[activator] | 24%

No. | GLS inh | Pin1 inhibitor | PGK inhibitor | POLH inh
16 | 25% | 5% | 4% | 5%
17 | -5% | -4% | -12% | -19%
18 | 7% | 1% | i | -7%
19 | 2% | -7% | -3% | -2%
20 | 12% | 1% | -3% | -19%
21 | -5% | ? | -2% | -10%
22 | -4% | -4% | -4% | -12%
23 | 2% | ? | 16% | -3%
24 | -6% | -5% | 0% | -14%
25 | 3% | -2% | i | -7%
26 | 5% | -1% | 6% | -3%
27 | -1% | -7% | i | -12%
28 | -1% | -9% | 7% | -14%
29 | 13% | 38%[activator] | -11% | -9%
30 | -9% | -9% | -8% | ?

Next structures follow.
No. | canonical_smiles | PI4K2A block | BAZ2B block | JMJD2A Tudor | HP1b chromo inh | G9a inh
31 | C=CCn1c(=NC(=O)c2ccco2)sc2cc(C(=O)OCC)ccc21 | -1 | 5% | -17% | 26% | -10%
32 | O=C(Nc1ccccc1)OCCNC(=O)c1cccc(Br)c1 | 0 | -20% | -1% | 5% | 0%
33 | CC1CCN(C(=O)Cn2cc(SCC(=O)NCC3CCCO3)c3ccccc32)CC1 (centres undefined) | 0 | -11% | -9% | 6% | -1%
34 | Cc1ccc(Nc2c(-c3ccc(C)s3)nc3ncccn23)cc1 | -6 | -5% | -26% | 10% | 10%[59 µM]
35 | O=C(Nc1ccc(Cl)cc1F)c1ccc(COc2c(F)c(F)c(F)c(F)c2F)o1 | -17 | -5% | -15% | 90%[activator] | 17%[59 µM]
36 | COC(=O)Sc1nc(N2CCOCC2)c2c(c1C#N)CC(C)(C)OC2 | 15 | 10% | ? | 63%[activator] | 7.9µM*
37 | CN(C)c1ccc(S(=O)(=O)N2CCCCC2)cc1NC(=O)CN1C(=O)NC(C)(c2ccccc2)C1=O (centres undefined) | -1 | -38% | -25% | 10% | ?
38 | CCOC(=O)c1cc(NC(=O)c2ccccc2)c(=O)oc1-c1ccccc1 | -4 | -4% | -11%[57.1 µM] | 26% | 8%
39 | COc1ccc(C(CCN2CCCC2)c2c(O)cc(OC)cc2OC)cc1 (centres undefined) | 0 | ? | -24% | -3%&38% | 11%[59 µM]
40 | CCCCn1cnc2cc(NCc3ccc(OCC)cc3)ccc21 | 3 | 22µM* | 40µM* | ? | 2.5µM*
41 | Cc1cccc(C(=O)NC(C)C(=O)NC(c2nc3ccccc3[nH]2)C(C)C)c1 (centres undefined) | 0 | 10% | -10% | 20% | ?
42 | O=C(/C=C/c1cn(-c2ccccc2)nc1-c1cccnc1)N1CCCC1 | 7 | -17% | -4% | 41%[activator] | -12%
43 | COc1ccccc1CC(=O)N1CCCC1 | 0 | -1% | -10% | 52%[activator] | -27%[59 µM]
44 | O=C(COC(=O)c1ccc([N+](=O)[O-])cc1)Nc1ccccc1C(=O)NC1CC1 | -2 | · | -16% | -15% | ·
45 | c1ccc(-c2noc(CSc3nnnn3-c3ccccc3)n2)cc1 | -2 | 26% | 26% | 95%[activator] | 78%[activator]
46 | CN(CC(=O)Nc1ccc(OC(F)F)cc1)S(=O)(=O)/C=C/c1ccccc1 | 2 | · | -3% | 32% | ·

No. | GLS inh | Pin1 inhibitor | PGK inhibitor | POLH inh
31 | -8% | 2% | 0% | ?
32 | -15% | 4% | 0% | -9%
33 | 2% | -5% | 20% | -5%
34 | 12% | 19% | -4% | -2%
35 | -4% | 6% | -4% | 20µM*
36 | 1% | -8% | -4% | -4%
37 | 1% | 8% | 9% | -18%
38 | 23% | 15% | i | -4%
39 | 14% | 9%&7% | -9% | -6%
40 | ? | -5% | -1% | -22%
41 | 5% | 1% | -4% | -2%
42 | -4% | 0% | -9% | -9%
43 | -13% | 2% | -6% | -3%
44 | 3% | 0% | -6% | -20%
45 | -3% | 20% | -10% | -25%
46 | -3% | -6% | 1% | -25%
